# hERG WT inh: inhibitors of human wildtype KCNH2 potassium channel | U2OS, BacMam KCNH2, thallium flux FluxOr; hits give low values | AID 720551 | actives 0.37% (n = 340,000) | activity change, % at 1.84 µM | Q12809;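 active = maximum activity change below -70%; inconclusive = maximum activity change between -70% and -50%; inactive = maximum activity change above -50%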; note: % is set by controls: 0 for no effect and ±100 for the full control effect
#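 U2OS cells transduced with wild-type KCNH2 virus are loaded with FluxOr dye for 45 min, and thallium flux is measured in kinetic reads before and after stimulation buffer. Rate constants are normalized to DMSO controls.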
# GALK inh: inhibitors of human galactokinase; P51570; Purified GALK, Kinase-Glo residual ATP luminescence; actives 0.007% (n = 270,000); Potency, µM (highest dose often 57.5 µM), without a hit: top-dose activity change, negative = inhibition, hits mostly inhibitors; note: potency is the fitted concentration of half-maximal effect; % is set by controls: 0 for no effect and ±100 for the full control effect
#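 ATP-depletion format; final 35 uM ATP, 100 uM D-galactose, 5 nM enzyme; pH 8.0 HEPES/Mg2+ buffer; 60 min RT; luminescence read 10 min after detection reagent.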
# a7 integrin act: activators of alpha7 integrin expression for muscular dystrophy; alpha7betagal myoblasts, beta-gal FDG fluorescence, 48 h; Potency, µM (doses to about 38.3 µM), for the others: at the highest dose activation, actives largely listed as activators; actives 0.064% (n = 350,000); AID 624291;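 note: potency is the fitted concentration of half-maximal effect; 100% = response of the positive control SU9516; nearly all actives have a fitted effect of over 60% in size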
#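 Alpha7betagal+/- myoblasts (passage 13) were plated 16-24 hr, then exposed to compounds (1:260 dilution of DMSO stock) for 48 hours at 37C. After MPER lysis, β-galactosidase reporter activity was read as FDG fluorescence (ex 480/em 540) after 30 minutes.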
# TRPV1 agonist: activates the human vanilloid receptor TRPV1; Q8NER1; TRPV1-expressing cells, Fluo-8 calcium influx, agonist mode; activation, % at 8.33 µM; actives 0.19% (n = 320,000); AID 540275; in the data active = activation above about 80%; inconclusive = between about 30% and that limit; note: 0% is about no effect
# Target sequence (Q8NER1 whole entry, looked up): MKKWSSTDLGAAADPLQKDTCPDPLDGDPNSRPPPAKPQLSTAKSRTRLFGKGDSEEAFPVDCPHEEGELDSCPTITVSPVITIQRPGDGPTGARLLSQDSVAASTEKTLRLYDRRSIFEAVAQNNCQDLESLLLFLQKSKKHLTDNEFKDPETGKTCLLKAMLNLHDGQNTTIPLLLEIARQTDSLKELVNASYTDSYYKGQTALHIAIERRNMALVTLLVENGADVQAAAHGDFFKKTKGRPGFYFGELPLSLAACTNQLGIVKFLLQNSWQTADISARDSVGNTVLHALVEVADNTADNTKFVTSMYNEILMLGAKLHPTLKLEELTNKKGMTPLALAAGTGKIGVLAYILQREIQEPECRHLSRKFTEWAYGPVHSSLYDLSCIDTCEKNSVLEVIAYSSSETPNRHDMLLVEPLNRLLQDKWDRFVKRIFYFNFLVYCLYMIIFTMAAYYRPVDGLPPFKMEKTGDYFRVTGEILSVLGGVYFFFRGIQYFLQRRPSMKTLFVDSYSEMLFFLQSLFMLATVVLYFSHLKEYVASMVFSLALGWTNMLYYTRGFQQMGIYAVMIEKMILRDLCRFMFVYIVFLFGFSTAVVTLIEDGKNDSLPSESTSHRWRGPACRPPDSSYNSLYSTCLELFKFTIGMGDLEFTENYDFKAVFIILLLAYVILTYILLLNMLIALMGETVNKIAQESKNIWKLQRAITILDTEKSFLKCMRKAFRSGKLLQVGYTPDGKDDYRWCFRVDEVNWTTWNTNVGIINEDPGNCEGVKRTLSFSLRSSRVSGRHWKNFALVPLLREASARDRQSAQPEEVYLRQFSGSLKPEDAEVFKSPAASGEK
#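 Cells expressing TRPV1 were dye-loaded with Fluo-8 and read kinetically: 10 s baseline, 3 min after compound (agonist portion), then 2 min after EC20 capsaicin (allosteric enhancer portion). Calcium-bound dye fluorescence at 480/520 nm.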
# ASM inhibitor: blocks human secretory acid sphingomyelinase | AID 504937 | Potency, µM (highest dose often 57.5 µM), for the others: top-dose activity change, negative = inhibition, actives largely listed as inhibitors | actives 0.006% (n = 340,000) | placental ASM, HMU-PC fluorogenic substrate, 60 min | P17405; note: potency is the fitted concentration of half-maximal effect
#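 HMU-PC0 cleavage (9 uM final) by human placental ASM, 60 min at 37 °C following 10 min compound exposure at RT; stopped at pH 10, fluorescence Ex 386/Em 447 nm.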
# A-T KAP1 phos: potential ataxia-telangiectasia treatments restoring KAP-1 phosphorylation | […] A-T fibroblasts, KAP-1 phosphorylation AlphaLISA; neocarzinostatin DNA damage 30 min before lysis | Potency, µM (highest dose often 57.5 µM), for inactives: at the highest dose activation, usual class: activators | actives 0.19% (n = 320,000); note: potency is the fitted concentration of half-maximal effect; % of control where 0% means no effect; nearly all actives have a fitted effect of over 45% in size
#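 ATM-like activity read as KAP-1 phosphorylation via AlphaLISA donor/acceptor antibody pairs after lysis and 6 hr at 25C. Cells were ATM-null patient fibroblasts ([…], hTERT), dosed 60 min, then exposed to the DSB inducer NCS for 30 min.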
# Coupling enz: coupling enzyme interference in Giardia aldolase counter-screen | coupling enzyme system counterscreen, AmpLite Red fluorescence | activity change, negative = inhibition, % at 58.2 µM, hits read low | actives 0.67% (n = 290,000); in the data active = activity change below about -30%; note: % is set by controls: 0 for no effect and ±100 for the full control effect
#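 Counterscreen lacking aldolase: glyceraldehyde-3-phosphate coupling-enzyme reagent preincubated 10 min at RT with compound (at 57.5 uM final), then substrate/coupling system with AmpLite Red added; fluorescence read at 525/598 nm after 20 min RT.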
# KCNH2 3.1 block: inhibitors of human KCNH2 3.1 potassium channel isoform; U2OS KCNH2 3.1, thallium flux FluxOr; hits give low values; activity change, % (tested at about 1.8 µM); actives 0.95% (n = 340,000);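 active = maximum activity change below -70%; inconclusive = maximum activity change from -70% to -50%; inactive = maximum activity change above -50%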;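 note: thallium influx rate constant from kinetic fluorescence after stimulation buffer; % is set by controls: 0 for no effect and ±100 for the full control effect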
#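 FluxOr-based Tl+ influx in U2OS cells transduced with KCNH2 3.1 virus; rate constants normalized to DMSO controls.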
# MBNL1-CUG inh: blocks human MBNL1 binding to CUG repeat RNA; Potency, µM (series often up to 57.5 µM), for the others: at the top dose activity change, negative = inhibition, usual class: inhibitors; AID 2675; actives 0.036% (n = 280,000); TR-FRET MBNL1-His/biotin-(CUG)12 binding, 665/545 ratio; active = well fitted inhibition curve with a large enough effect in the signal ratio, with a control signal flat, not every such curve was filed as active; inconclusive = small, poorly fitted or top-dose-only effect, or effect the other way, or a change in a side signal; inactive = no such curve, though single readings can be large or run the other way; the % refers to the signal ratio; note: potency is the fitted concentration of half-maximal effect; % is set by controls: 0 for no effect and ±100 for the full control effect
#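 MBNL1-His + Biotin-(CUG)12, cpd titration 92 nM–58 uM; Tb anti-His Ab 0.055 ng/ul, SA-XL665 5 nM (final); 60 min RT; ratiometric 665/545 nm, Ex 340 nm; normalized to buffer and full-complex controls.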
# CXXC DNA block: MLL CXXC-DNA interaction inhibition; Q03164; MLL-CXXC / FITC-HOXA9 DNA fluorescence polarization; Potency, µM (top dose mostly 115 µM), for the others: at the highest dose activity change, negative = inhibition, hits mostly inhibitors; actives 0.037% (n = 290,000); AID 2662; active = well fitted inhibition curve with a large enough effect in the polarisation, with a control signal flat, not every such curve was filed as active; inconclusive = small, poorly fitted or top-dose-only effect, or effect the other way, or a change in a side signal; inactive = no such curve, though single readings can be large or run the other way; the % refers to the polarisation; note: potency is the fitted concentration of half-maximal effect
#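 Fluorescence polarization: 7 uM MLL-CXXC (stock) preincubated 5 min with compounds, then 50 nM fluorescein-HOX-A9 DNA (stock) added; 30 min ambient. Buffer 50 mM Tris-HCl pH 7.5, 50 mM NaCl, 1 mM DTT, 0.05% BSA.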
# * hit, by the source's call; u = inconclusive; x = not tested or not shown; & = joins results of further samples; [ ] = another dose, or the depositor's remark. Unless noted, calls come from the whole dose curve; as a rule, active = well fitted curve in the direction sought with a large enough effect; inconclusive = small, poorly fitted or top-dose-only effect, or another doubt; inactive = no such curve, though single readings can be large; an effect the other way counts as inactive or inconclusive.
SMILES,hERG WT inh,GALK inh,a7 integrin act,TRPV1 agonist,ASM inhibitor,A-T KAP1 phos,Coupling enz,KCNH2 3.1 block,MBNL1-CUG inh,CXXC DNA block
CN1CCN(C(=O)/C(=C/c2ccc(N(C)C)cc2)NC(=O)c2ccccc2)CC1,0,-3%,-17%,2,17%,-9%,-1,-2,6%,1%
CN(C)S(=O)(=O)c1ccc(S(=O)(=O)N2CCCC(C(=O)NC3CC3)C2)cc1 (stereo not given),2,-1%,-24%,0,4%,1%,-1,-17,3%,3%
CC(=O)N(C)c1nc(N)n(-c2ccccc2)n1,x,4%,0%,1,6%,5%,0,-22,-3%,-6%
COC(=O)CSc1nnc(-c2ccoc2C)n1-c1ccc(OC)cc1,4,0%,33%,19,3%,-17%,1,-12,-9%,-4%
COc1ccc(N(CC(=O)NCCSc2ccccn2)S(=O)(=O)c2ccccc2)c(OC)c1,-3,-1%,17%,-3,2%,10%,0,0,2%,-11%
CCOc1ccccc1C(=O)NC1CC2CCCC(C1)N2Cc1ccc(C)cc1 (stereo not given),20,-11%,-8%,2,-2%,3%,3,-45,2%,1%
COc1c(C(=O)Nc2ccc3[nH]c(=O)[nH]c3c2)cc2ccccc2c1Br,-5,0%,13%,u,51%[activator],0%,0,10,22%,13%
O=C(CCc1nc2ccccc2s1)NCc1ccccc1F,-5,-4%,-20%,27,5%,0%,1,0,-4%,-1%
CN1CCN(C(=O)CN(c2cccc(Cl)c2)S(=O)(=O)c2ccccc2)CC1,-11,1%,-22%,5,1%,-3%,2,-35,-5%,6%
NC(=O)NC(=O)CSc1nc2cc([N+](=O)[O-])ccc2n1-c1cccc(C(F)(F)F)c1,1,-2%,13%,15,-12%,-1%,-15,-9,21%,7%
Cc1cc(C)n(S(=O)(=O)c2ccc3oc(=O)ccc3c2)n1,0,-2%,11%,0,4%,6%,3,11,6%,18%
Cc1ccc2cc(C=O)c(N(C)C)nc2c1,-2,2%,19%,10,12%,16%,-2,14,39%[activator],3%
CN1CCN(C2=NC(=O)/C(=C/c3cn[nH]c3-c3ccccc3)S2)CC1,1,7%,16%,1,6%,-4%,-1,-12,u,0%
CC(C)(C)c1nnc2sc(SCC(=O)N3CCc4ccccc43)nn2c1=O,-4,2%,-13%,4,-4%,-1%,-1,-3,x,-2%
CCC(c1nnc(SCC(=O)Nc2ccc(C(=O)Nc3ccccc3OC)cc2)o1)N(C)C (stereo not given),6,0%,-1%,-3,0%,3%,2,1,-3%,-11%
O=C(NCc1ccccc1)c1cc(=O)c2ccccc2o1,0,6%,10%,2,-1%,2%,2,15,24%,1%
O=C1[C@@H]2Cc3c([nH]c4ccccc34)C(c3ccc(Cl)cc3)N2C(=O)CN1CCO (stereo not given in full),-8,-1%,-17%,-5,0%,40%,-1,5,-4%,9%
COc1ccccc1CNc1ncc(-c2ccccc2)n1C,14,1%,7%,6,4%,7%,-4,-5,-8%,1%
C=CCN(c1ccc(C(=O)Nc2ccc3c(c2)n(C)c(=O)n3C)cc1)S(C)(=O)=O,-284*,1%,25%,1,-2%,-6%,1,4,-7%,-1%
CS(=O)(=O)N1CCN(C(=O)Nc2ccccc2)CC1,-3,-2%,8%,-3,16%,-2%,0,-8,6%,-14%
CCCCCCSc1cccc(-c2nc3ccc(Cl)cn3c2NCc2ccccc2)c1,x,x,9%,u,52%,22%,x,x,x,x
CCC(C(=O)c1ccc(O)cc1)c1ccccc1 (stereo not given),-37,-2%,-16%,-1,-3%,1%,1,-13,-15%,8%
O=C(O)C1C2C=CC(C2)C1C(=O)Nc1cccc(C(=O)N2CCCCC2)c1 (stereo not given),5,-5%,-10%,1,1%,3%,2,-6,-8%,7%
CC(=O)c1ccc2c(c1)C1C=CCC1C(c1ccc(S(=O)(=O)N3CCOCC3)cc1)N2 (stereo not given),1,0%,11%,-1,-3%,-3%,-9,22,x,4%
O=C(CCN1C(=O)C2C3C=CC(C3)C2C1=O)Oc1ccc2ccccc2c1 (stereo not given),-4,5%,-10%,19,0%,5%,0,0,2%,-8%

# Given bar-delimited: part of the list above.
Structure | hERG WT inh | GALK inh | a7 integrin act | TRPV1 agonist | ASM inhibitor | A-T KAP1 phos | Coupling enz | KCNH2 3.1 block | MBNL1-CUG inh | CXXC DNA block
COC(=O)CSc1nnc(-c2ccoc2C)n1-c1ccc(OC)cc1 | 4 | 0% | 33% | 19 | 3% | -17% | 1 | -12 | -9% | -4%
CCOc1ccccc1C(=O)NC1CC2CCCC(C1)N2Cc1ccc(C)cc1 (stereo not given) | 20 | -11% | -8% | 2 | -2% | 3% | 3 | -45 | 2% | 1%
COc1ccc(N(CC(=O)NCCSc2ccccn2)S(=O)(=O)c2ccccc2)c(OC)c1 | -3 | -1% | 17% | -3 | 2% | 10% | 0 | 0 | 2% | -11%

# The listing continues:
SMILES,hERG WT inh,GALK inh,a7 integrin act,TRPV1 agonist,ASM inhibitor,A-T KAP1 phos,Coupling enz,KCNH2 3.1 block,MBNL1-CUG inh,CXXC DNA block
c1c(C2CCCCC2)n[nH]c1CN1CCCCC1,16,-1%,8%,1,1%,2%,-1,-39,0%,9%
CN(CCOc1ccc(Cl)cc1)C(=O)c1cccc(S(=O)(=O)N2CCN(c3ccccc3)CC2)c1,0,x,-14%,x,-8%,x,x,-22,x,x
Cc1cc(C)c(CN2CCN(CCCn3cnc(C(=O)Nc4ccc(C)c(C)c4)n3)CC2)c(C)c1,-6,x,-44%,x,-12%,x,x,u,x,x
O=C(N/N=C/c1ccccn1)c1ccco1,-3,6%,13%,2,2%,-6%,3,9,13%,-7%
Cc1noc(C)c1S(=O)(=O)N1CCCC(C(=O)NCc2ccccc2Cl)C1 (stereo not given),-5,-2%,16%,4,1%,9%,0,4,-2%,9%
CCOC(=O)C1=C(C)NC(=O)C1CC(=O)O (stereo not given),-2,-1%,-13%,-3,-10%,-3%,7,4,-21%,0%
COc1cccc(-c2nnn(CCC(=O)O)n2)c1,12,17%,10%,0,-1%,2%,1,-4,8%,-1%
COc1ccccc1N(/N=C1\Sc2ccccc2C1=O)C(C)=O,-14,-4%,u,8,-3%,-4%,0,4,u,-20%
O=C(CC(=O)NC1CCCCC1)N/N=C/c1ccccc1Cl,-2,0%,-2%,1,5%,0%,2,-5,x,-1%
O=C1CC2(CCCC2)C(=O)N1CN1CCN(S(=O)(=O)c2ccc(Cl)c(Cl)c2)CC1,3,x,u,2,4%,4%,x,5,x,x
O=C(NC1CCCC1)C1=COCCO1,12,-4%,35%,-5,-3%,-3%,-3,2,-2%,-3%
CNC(=O)CSc1cnc2ccccc2n1,-2,2%,4%,0,6%,1%,-1,20,17%,8%
CC(=C/C(=O)O)/C(=C/c1ccccc1)C(=O)O,-6,1%,-10%,-5,3%,3%,4,-5,7%,-6%
COc1ccccc1NC(=O)Cn1nnc(-c2ccccc2NC(=O)c2ccco2)n1,7,0%,-3%,4,-1%,2%,3,4,9%,14%
CC1(C)CC(=O)C=C(c2cccc(O)c2)C1,4,x,33%,-5,-6%,-10%,x,-9,x,x
Cn1cnnc1SCCC(=O)Nc1ccc(Cl)cc1,-2,-2%,-19%,-1,-2%,3%,1,19,-6%,-4%
O=c1cc(-c2cccc(F)c2)[nH]c2ccccc12,2,x,-1%,1,-1%,0%,3&2,-71*,31%,11%
CCN1C(=O)/C(=C/c2ccc(OC)c(OC)c2)N=C1SCC(=O)NCc1ccco1,-8,1%,-20%,6,131%[activator],-2%,1,-9,u,0%
C=CCSc1nnc(NC(=O)c2cccc(S(=O)(=O)N(C)c3ccccc3)c2)s1,4,-2%,28%,10,-14%,6%,13,1,u,9%
Cc1ccc(NC(=O)C2CCCCC2)cc1C,x,x,-4%,15,5%,-12%,x,x,x,x
C=CCOc1nc(N(C)C)nc(N(C)C)n1,-2,6%,-17%,1,1%,6%,3,7,0%,3%
Fc1ccc2[nH]c3c(N4CCc5ccccc5C4)ncnc3c2c1,1,4%,-70%[inhibitor],x,2%,-10%,3,2,x,0%
O=C(CCN1C(=O)/C(=C/c2ccccc2Cl)SC1=S)NNC(=O)c1ccccc1O,-8,-1%,-12%,-2,-1%,1%,4,1,7%,9%
CC1(N(O)C=C2C=CC(=O)C=C2)CCCCC1=O (stereo not given),8,-1%,-25%,1,3%,-5%,0,3,x,-1%
COc1cccc(C(=O)NCC(=O)N/N=C/c2c(C)[nH]c3ccccc23)c1,1,-7%,17%,-2,-3%,-7%,x,-4,-3%,45%[activator]
N#C/C(=C\c1ccc(Cl)cc1)c1nc(-c2ccco2)cs1,22,0%,2%,0,6%,4%,1,-6,-2%,9%
CCOc1ccc(N=Nc2c(=O)[nH]n3c(=O)c4c([nH]c23)CCCC4)cc1,-18,2%,-26%,-4,0%,-18%,2,-7,23%,67%[activator]

# Screening data (PubChem BioAssay)
